Source: PubChem BioAssay
Furin inh = human furin inhibitors, primary screen, biochemical, fluorescence intensity | purified furin, fluorogenic substrate cleavage | inhibition, % at 30 µM | 0.061% of 220,000 active | AID 463115, 2010; in the data active = inhibition above about 25%; note: inactives centre near -15
Target sequence (P09958 108-714 limits assumed): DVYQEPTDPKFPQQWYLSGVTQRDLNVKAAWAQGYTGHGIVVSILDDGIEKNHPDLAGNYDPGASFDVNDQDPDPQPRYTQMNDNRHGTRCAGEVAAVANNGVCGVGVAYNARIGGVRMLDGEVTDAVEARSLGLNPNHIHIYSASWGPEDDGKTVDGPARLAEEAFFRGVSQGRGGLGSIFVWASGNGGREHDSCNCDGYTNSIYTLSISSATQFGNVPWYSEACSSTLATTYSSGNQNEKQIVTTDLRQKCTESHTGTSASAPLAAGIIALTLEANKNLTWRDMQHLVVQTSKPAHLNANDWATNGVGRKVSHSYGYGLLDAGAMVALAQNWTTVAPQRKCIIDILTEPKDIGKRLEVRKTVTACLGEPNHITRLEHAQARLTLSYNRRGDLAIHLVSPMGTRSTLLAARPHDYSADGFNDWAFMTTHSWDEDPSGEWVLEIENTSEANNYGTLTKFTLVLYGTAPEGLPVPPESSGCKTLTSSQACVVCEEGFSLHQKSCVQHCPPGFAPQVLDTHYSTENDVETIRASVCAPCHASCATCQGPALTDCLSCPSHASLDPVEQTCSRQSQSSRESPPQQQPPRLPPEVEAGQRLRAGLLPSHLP
KCC2 mod = KCC2 cotransporter modulators, thallium flux, primary screen, cell-based, HEK293 KCC2, FluoZin-2 fluorescence, MLSMR | Solute carrier family 12 member 5 (Homo sapiens), Q9H2X9 | KCC2 cells, thallium flux FluoZin-2 fluorescence | B-score of Tl+ flux slope (higher = more flux/activation; lower = inhibition) at 10 µM | 2.2% of 190,000 active;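 active = thallium flux slope and its plate-corrected score both differing from the plate sample mean at a set confidence after two filtering rounds, in either direction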;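 note: slope of fluorescence scaled to starting intensity during 10 to 20 s after thallium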
Wee1 degr inh = Wee1 degradation inhibitors, primary screen, cell-based, HeLa, Wee1K328M-luciferase, luminescence; Wee1-like protein kinase (Homo sapiens), P30291; HeLa Luc-Wee1K328M stability; 100% = proteasome inhibitor MG132 effect; reporter increase, % at 5 µM; 1.2% of 220,000 active; AID 1321, 2008;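 active = activation above the mean of all tested compounds plus 3 SD, set per screening run, cut at about 8.8% in these data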;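 note: cells exposed to compound for 20 h before luminescence read; 0% = DMSO alone and 100% = MG132 at 30 µM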
PERK inhibitor = block of dimerizer-induced PERK translation repression, primary screen, PERK inhibitor project, CHO PERK-DD cells, SEAP luminescence, HTS; Eukaryotic translation initiation factor 2-alpha kinase 3 (Homo sapiens), Q9NZJ5; CHO PERK-DD fusion, SEAP luminescence translation reporter; inhibition, % at 5.6 µM; 0.17% of 220,000 active;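 active = inhibition above the mean inhibition of all tested compounds plus 3 SD, set separately per screening campaign, cut at about 2.9% in these data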;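 note: PERK kinase domain activated by AP20187 dimerizer at 100 nM; 0% = DMSO with dimerizer and 100% = rapamycin at 8.4 µM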
FXIa inh = human FXIa protease inhibitors, primary screen, biochemical, 1536-well | Coagulation factor XI (Homo sapiens), P03951 | purified FXIa, Boc-Glu-Ala-Arg-AMC fluorogenic substrate | inhibition, % at 5 µM | 0.14% of 220,000 active;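 active = inhibition of at least 40%; inactive = inhibition below 40%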;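 note: fluorescence of freed AMC excited at 355 nm; 0% = enzyme without compound and 100% = no enzyme blank; many of its hits are not listed in these tables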
Thrombin inh = human alpha-thrombin inhibitors, primary screen, counter-screen for coagulation protease inhibitor project, biochemical, 1536-well, fluorogenic AMC substrate. AID 1046, 2008. Prothrombin (Homo sapiens), P00734. 0.26% of 220,000 active. Boc-VPR-AMC fluorogenic substrate cleavage. inhibition, % at 5 µM;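 active = inhibition at or above 40%; inactive = inhibition below 40%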;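 note: 0% = enzyme with no compound and 100% = wells without enzyme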
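System: human alpha-thrombin protein; Compound dosing: one concentration per compound, 5 µM, with 0.2% DMSO; Timing: reaction at room temperature; Technique: AMC fluorescence, 355/460 nm; Controls: enzyme without compound as high, wells lacking enzyme as low.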
p97 inhibitor = inhibitors of human p97 ATPase, primary screen, biochemical. Transitional endoplasmic reticulum ATPase (Homo sapiens), P55072. recombinant p97 ATPase, Kinase-Glo ATP luminescence, 3 h. inhibition, % at 8 µM. 0.42% of 220,000 active. AID 1481, 2009; in the data active = inhibition above about 15%;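 note: 0% = DMSO vehicle and 100% = wells lacking enzyme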
hK5 inh = human KLK5 protease inhibitors, primary screen, biochemical, 1536-well; Kallikrein-5 (Homo sapiens), Q9Y337; recombinant hK5, fluorogenic AMC substrate cleavage; inhibition, % at 5 µM; 0.59% of 210,000 active;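 active = inhibition of 40% or more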;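 note: 0% = enzyme controls without compound and 100% = no-enzyme blanks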
Target sequence (Q9Y337 67-293 limits assumed): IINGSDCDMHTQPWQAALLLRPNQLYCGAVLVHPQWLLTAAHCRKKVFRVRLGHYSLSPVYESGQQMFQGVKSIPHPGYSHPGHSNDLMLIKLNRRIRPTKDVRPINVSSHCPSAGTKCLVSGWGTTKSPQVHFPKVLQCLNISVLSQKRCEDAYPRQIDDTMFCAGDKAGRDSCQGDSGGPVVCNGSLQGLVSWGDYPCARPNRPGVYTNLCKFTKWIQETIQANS
FXIIa inh 1536 = human FXIIa protease inhibitors, primary screen, biochemical, 1536-well | Coagulation factor XII (Homo sapiens), P00748 | purified FXIIa, Boc-QGR-AMC fluorogenic substrate, 2 h | inhibition, % at 5 µM | 0.3% of 220,000 active; in the data active = inhibition above about 40%;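 note: 0% = enzyme with no compound and 100% = blank without enzyme; many of its hits are not listed in these tables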
Starred values were filed as active, the others as inactive; / = not tested or not shown; [ ] = another dose, or the depositor's remark.

SMILES	Furin inh	KCC2 mod	Wee1 degr inh	PERK inhibitor	FXIa inh	Thrombin inh	p97 inhibitor	hK5 inh	FXIIa inh 1536
C=CCN1CN(Cc2ccco2)CNC1=S	-30	0.058	-3	1.0	4	-3	7	9	8
CCOC(=O)c1ccc(NC(=O)CSc2nnc(CCc3ccc(C)o3)n2-c2ccccc2)cc1	-14	-1.2	7	0.3	-1	-5	-2	-14	3
CCOc1ccc2nc(SCC(=O)N3CCN(C(=O)c4ccco4)CC3)sc2c1	-20[20 µM]	-1.4	2	-1.0	7	3	0	-6	20
CCCCOC(=O)Nc1ccc(S(=O)(=O)Nc2ccc([N+](=O)[O-])cc2)cc1	-7	-0.33	1	0.9	5	4	5	-16	16
O=C(NCc1ccco1)c1ccc(COc2ccc(Cl)cc2)cc1	-5	-0.51	3	0.0	-8	-5	-6	2	2
CN1C(CC(=O)Nc2ccc(Br)cc2)c2ccccc2CC1(C)C (centres undefined)	-28	-0.21	-1	-0.9	-4	-4	-2	-1	7
Cc1cccc(OCC(=O)NNC(=O)C2CCCCC2C(=O)O)c1 (centres undefined)	-31	0.39	0	0.4	5	0	1	-17	9
COC(=O)CSc1nc(N)c(C#N)c(-c2ccco2)c1C#N	-19[20 µM]	-0.69	-4	-0.7	-6	-2	3	-7	3
c1ccc(COC2CCCN(Cc3nc(-c4cnccn4)no3)C2)nc1 (centres undefined)	-32	/	-3	1.1	2	-1	5	22	9
Cc1ccccc1S(=O)(=O)NC1OC(=O)C(Cl)=C1Cl (centres undefined)	-18	0.053	-2	-0.3	-6	-16	-1	-10	11
CCOC(=O)Cn1cc(C(=O)C(C)(C)C)c2ccccc21	-10	-0.5	-1	0.5	-2	0	-1	-7	10
Cc1nn(-c2ccccc2)c(Cl)c1/C=C1\C(=O)N(C)C(=S)N1C	-18	-0.53	-1	-0.4	0	4	0	-2	5

Compounds shown so far that contain four or more nitrogen atoms (4):
SMILES	Furin inh	KCC2 mod	Wee1 degr inh	PERK inhibitor	FXIa inh	Thrombin inh	p97 inhibitor	hK5 inh	FXIIa inh 1536
CCOC(=O)c1ccc(NC(=O)CSc2nnc(CCc3ccc(C)o3)n2-c2ccccc2)cc1	-14	-1.2	7	0.3	-1	-5	-2	-14	3
COC(=O)CSc1nc(N)c(C#N)c(-c2ccco2)c1C#N	-19[20 µM]	-0.69	-4	-0.7	-6	-2	3	-7	3
c1ccc(COC2CCCN(Cc3nc(-c4cnccn4)no3)C2)nc1 (centres undefined)	-32	/	-3	1.1	2	-1	5	22	9
Cc1nn(-c2ccccc2)c(Cl)c1/C=C1\C(=O)N(C)C(=S)N1C	-18	-0.53	-1	-0.4	0	4	0	-2	5

The list goes on:
SMILES	Furin inh	KCC2 mod	Wee1 degr inh	PERK inhibitor	FXIa inh	Thrombin inh	p97 inhibitor	hK5 inh	FXIIa inh 1536
CC(C)Cc1nc2oc3c(=O)[nH]cnc3c2c2c1CCC2	-23	-1.5	0	0.5	-6	0	0	-3	15
CC(C)(C)c1ccc(-c2cnco2)cc1	-16	0.089	-2	-0.1	-10	-1	-1	/	9
O=C(O)CC1SC(=Nc2ccccc2)N(c2ccccc2)C1=O (centres undefined)	-9	0.37	-3	0.2	18	-3	-5	-11	8
COCc1cc(C)nc(SCC[N+](C)(C)CC(=O)Nc2ccccc2)c1C#N	-23	0.53	0	0.4	1	-3	4	-8	-2
Cc1cc(NC(=O)CSc2nccn2-c2cccc(C)c2C)no1	-12	/	-2	-0.1	5	3	1	5	13
CCCCC(=O)Nc1cccc(-c2cn3ccccc3n2)c1	-15	/	-1	0.6	-5	1	4	-4	4
C=CCCN(C(C(=O)OC)C(C)C)S(=O)(=O)c1ccccc1Br (centres undefined)	-28	-0.63	/	/	0	1	/	2	7
COc1ccc(/C=N/OCC(=O)NCc2cccs2)c(OC)c1	-11	0.64	3	0.6	-2	-13	2	-5	9
CC(=O)Nc1ccc2c(c1)n(C)c(=O)n2C	-7[20 µM]	0.24	1	-0.6	-4	2	-3	-23	10
CCOC(=O)c1c(CS(=O)(=O)c2ccccc2)n(C)c2cc(Br)c(O)c(CN(C)C)c12	6	-0.41	-1	-0.2	-1	-2	-3	2	7
Nc1nnc(SCC(=O)Nc2sc3c(c2C(=O)c2ccccc2)CCCC3)s1	-2	-1.9	-2	-0.3	7	-2	0	17	17
O=C(Nc1nccs1)C(c1ccccc1)N1CCCCC1 (centres undefined)	-30	0.34	0	-0.2	2	3	2	18	15
COc1ccc(NC(=O)/C=C/c2ccc3c(c2)OCO3)cc1	2	0.11	-4	0.5	12	/	-2	3	13
Cc1cc(C)cc(N(CC(=O)NC2CCCCCC2)S(=O)(=O)c2c(C)[nH]c(=O)[nH]c2=O)c1	-20	0.17	0	0.3	-6	-11	-7	-7	0
O=C(NCCCCNC(=O)c1ccc(Cl)s1)c1ccc(Cl)s1	-10[20 µM]	0.2	-2	0.2	8	-3	5	-5	17
O=C(O)C1C2C=CC3(CN(C/C=C/c4ccccc4)C(=O)C13)O2 (centres undefined)	-19	-0.0054	0	1.1	-1	-21	4	-5	-6
c1csc(CNc2ccc3c(c2)OCCO3)c1	-20	0.62	1	-0.1	3	-3	-3	-18	12
C[C@H](N)c1nnc(SCc2c(Cl)cccc2Cl)o1	-15[20 µM]	/	0	0.1	-1	2	1	7	14
CCC(=O)c1ccc(OC(=O)c2cccs2)cc1	-21[20 µM]	-0.45	2	0.3	13	7	2	-2	19
Oc1ccc2ccccc2c1C=NCc1ccccc1	-11	-1.3	3	0.3	-1	3	5	-3	10
CCOC(=O)C1=C(O)/C(=C\c2ccc(OC)c(OC)c2)N=C1C	-13[20 µM]	-0.79	0	1.6	7	4	0	-3	17
CCOC(=O)c1[nH]cnc1C(=O)NC1CCCCC1	-13[20 µM]	/	-3	0.6	-6	-2	2	-15	10
O=C(COc1ncnc2c(Cl)cc(Cl)cc12)NCCC1=CCCCC1	-22[20 µM]	1.8	2	-0.3	4	-5	3	-17	7
Cc1cc(C)nc(NC(=NCCc2c[nH]c3ccccc23)NC(=O)c2ccco2)n1	-1	0.96	-1	-0.6	-8	-4	-7	-6	0
CCOC(=O)c1sc(NC(=O)CSc2nc3c(c(=O)n2-c2ccccc2)SCC3)c(C(=O)OCC)c1C	-10	0.93	-2	1.4	9	-1	2	13	9
Cc1cc(SCC(=O)Nc2cccc(S(=O)(=O)NC3=NCCCCC3)c2)nc2ccccc12	-9	-2	2	-0.7	6	-8	6	4	11
O=C(NCC(F)(F)F)Nc1ccccn1	-13[20 µM]	/	0	1.9	3	3	-3	7	14
COc1ccc(NC(=O)CSc2cc(C)ccc2C)cn1	-16	0.046	0	0.2	1	/	7	-4	2
CCC(C)(C)NC(=O)CN(Cc1cccs1)C(=O)C(=O)Nc1ccc2c(c1)OCCO2	-11[20 µM]	0.91	3	0.0	20	3	1	5	19
COc1cc([N+](=O)[O-])ccc1NC(=O)Oc1ccc(NC(C)=O)cc1	-6	1	2	0.1	1	-3	11	-1	6
CCCOC(=O)C(=O)NNc1ccccc1	-16	0.21	0	0.2	3	-2	2	1	12
CCNC(=O)COc1cc(C)c(Br)c(C)c1	-26	-0.2	3	0.6	-1	-1	0	2	/
Cc1csc2nc(CNS(=O)(=O)N(C)C)cn12	-26	0.15	1	2.2	7	2	4	-10	13
COCCNC(=S)N(Cc1cccs1)Cc1cc2cccc(C)c2[nH]c1=O	10	-1	-1	0.7	1	-6	-6	9	9
O=C(CN(C(=O)CSc1nnc(COc2ccccc2)o1)c1ccc(F)cc1)NC1CCCCC1	-20[20 µM]	-1.9	2	1.1	6	25	5	130*	31
N=c1sccn1CC(=O)NCCc1ccc(Cl)cc1Cl	-14[20 µM]	0.18	0	0.1	10	2	1	-7	19

Structures above with a tert-butyl group:
SMILES	Furin inh	KCC2 mod	Wee1 degr inh	PERK inhibitor	FXIa inh	Thrombin inh	p97 inhibitor	hK5 inh	FXIIa inh 1536
CCOC(=O)Cn1cc(C(=O)C(C)(C)C)c2ccccc21	-10	-0.5	-1	0.5	-2	0	-1	-7	10
CC(C)(C)c1ccc(-c2cnco2)cc1	-16	0.089	-2	-0.1	-10	-1	-1	/	9

Additional entries:
SMILES	Furin inh	KCC2 mod	Wee1 degr inh	PERK inhibitor	FXIa inh	Thrombin inh	p97 inhibitor	hK5 inh	FXIIa inh 1536
CCNC(=O)NS(=O)(=O)c1cnccc1Nc1cccc(Cl)c1	-6	/	8	0.2	12	-1	-4	-5	14
CN(C(=O)c1cnc(N2CCN(c3ncccn3)CC2)c2ccccc12)c1ccc(Cl)cc1	-15	-1.5	-2	-0.6	-6	-4	2	-21	2
Cc1cccc(N2CCN(C(c3ccccc3)c3nnnn3C(C)(C)C)CC2)c1C (centres undefined)	-17[20 µM]	-0.027	1	0.1	12	2	4	-10	19
COc1cc(NC(=O)c2csc(-c3ccncc3)n2)cc(C(=O)Nc2cccc(C(F)(F)F)c2)c1	-35	-0.23	/	/	3	-1	/	3	7
CC(C)CCN1CCN(Cc2cnc(-c3ccccc3)s2)CC1CCO (centres undefined)	-14	0.23	-4	-0.4	-5	-8	-5	-1	7
N#CC(C#N)=C1C=CC=CN1/C(=C\c1ccco1)C(=O)c1ccc(-c2ccccc2)cc1	1	-2.2	-1	0.1	7	-10	8	-7	12
CC1=NN(c2ccccc2)C(=O)/C1=C\c1cn(C)c2ccccc12	-12	-0.7	-2	0.7	-8	-19	1	-4	5
O=C(CCc1nnc(CCc2ccccc2)o1)N1CCCCC1CCn1cccn1 (centres undefined)	-35	-0.62	-3	-0.1	-4	-5	4	-2	11
CN(C)S(=O)(=O)c1ccc(C(=O)Nc2ccc(S(=O)(=O)NC3=NCCCCC3)cc2)cc1	-20[20 µM]	1.6	1	0.7	5	0	2	5	1
CCOC(=O)c1c(NC(=O)C2CCCN(S(=O)(=O)c3ccccc3)C2)sc2c1CCCC2 (centres undefined)	-8	-0.43	0	0.0	5	-11	4	-16	6
CCNC(=O)/C(C#N)=C/c1c(N2CC(C)OC(C)C2)nc2ccccn2c1=O (centres undefined)	3	-0.05	-1	-0.6	-7	-5	-3	-19	3

Just FXIa inh, for some of the entries so far:
structure	FXIa inh
CC(C)CCN1CCN(Cc2cnc(-c3ccccc3)s2)CC1CCO (centres undefined)	-5
O=C(CCc1nnc(CCc2ccccc2)o1)N1CCCCC1CCn1cccn1 (centres undefined)	-4
CC1=NN(c2ccccc2)C(=O)/C1=C\c1cn(C)c2ccccc12	-8
CN(C(=O)c1cnc(N2CCN(c3ncccn3)CC2)c2ccccc12)c1ccc(Cl)cc1	-6
COc1cc(NC(=O)c2csc(-c3ccncc3)n2)cc(C(=O)Nc2cccc(C(F)(F)F)c2)c1	3
CN(C)S(=O)(=O)c1ccc(C(=O)Nc2ccc(S(=O)(=O)NC3=NCCCCC3)cc2)cc1	5
